From PubChem
NOD1 NF-kB reporter = NOD1 signaling inhibitors, primary screen, cell-based, luminescence, uHTS (AID 1578); NOD1-driven NF-kB luciferase reporter cells, luminescence; higher % means a stronger effect; inhibition, % at 4 µM, or EC50 in µM where a hit was titrated; hit rate 1% among 290,000; in the data active = inhibition mostly above about 36%, no sharp cut-off; inactive = mostly below about 34%;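 note: HEK-293T reporter cells stimulated with the NOD1 agonist gamma-tri-DAP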
KOR beta-arrestin-1 = KOR antagonists, beta-arrestin recruitment, cell-based, luminescence, uHTS (AID 1778); inhibition, % at 10 µM, or IC50 in µM where a hit was titrated; KOR beta-arrestin recruitment, luminescence, antagonist mode; higher % means a stronger effect; hit rate 0.091% among 290,000; note: strong numbers were not always called active
NOD2 inhibition = NOD2 signaling inhibitors, cell-based, luminescence, uHTS, HEK293 (AID 1566) | HEK293 NOD2/NF-kB luciferase reporter, luminescence; higher % means a stronger effect | inhibition, % at 4 µM; hits with a dose series show EC50 in µM | hit rate 0.63% among 290,000; note: many of its hits are not listed in these tables
XIAP displacement = XIAP antagonists, biochemical, IAP family, fluorescence polarization (AID 1018); XIAP BIR domain, fluorescence polarization peptide displacement; higher % means a stronger effect; one-dose displacement, % at 20 µM; IC50 in µM for titrated hits; hit rate 0.007% among 200,000; in the data active = displacement above about 50%; note: a part of the inactive calls stands beside numbers as strong as those of hits
PMI inhibition = human PMI inhibitors, high substrate, primary screen, biochemical, fluorescence intensity, high mannose 6-phosphate (AID 1220); recombinant PMI enzyme, coupled fluorescence intensity; higher % means a stronger effect; inhibition, % at 20 µM; hits with a dose series show IC50 in µM; hit rate 0.66% among 190,000
PMI inhibitors = inhibitors of human PMI, primary screen, biochemical, fluorescence intensity, coupled assay (AID 1209); hit rate 0.42% among 190,000; purified PMI enzyme, coupled fluorescence intensity; higher % means a stronger effect; one-dose inhibition, % at 20 µM; IC50 in µM for titrated hits;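 note: plate controls were DMSO vehicle for no effect and wells lacking substrate for full effect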
LYP phosphatase = inhibitors of LYP phosphatase, biochemical, fluorescence intensity, uHTS (AID 1779); recombinant LYP phosphatase, fluorescence intensity; higher % means a stronger effect; one-dose inhibition, % at 11.5 µM; IC50 in µM for titrated hits; hit rate 0.054% among 290,000;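 note: plate controls were vehicle with enzyme for no effect and no enzyme for full effect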
TNAP activators = human TNAP enzyme activators, primary screen, biochemical, luminescent, no phosphate acceptor, uHTS (AID 1001) | purified TNAP, luminescent activation assay, no phosphate acceptor; higher activation fold means a stronger effect | hit rate 0.03% among 200,000 | activation fold at 20 µM, or EC50 in µM where a hit was titrated; in the data active = activation fold from about 3, or a potency from the dose series; inactive = the rest, 99 in 100 with activation fold below about 1.6; note: many of its hits are not listed in these tables
KOR beta-arrestin-2 = KOR agonists, beta-arrestin recruitment, primary screen, cell-based, luminescence, uHTS (AID 1777) | one-dose activation, % at 10 µM; EC50 in µM for titrated hits | hit rate 0.02% among 280,000 | KOR beta-arrestin recruitment, luminescence; higher % means a stronger effect; in the data active = activation above about 50%, passing the limit was not always enough; note: a part of the inactive calls stands beside numbers as strong as those of hits
* marks the source's active call; other numbers are inactive results; · = not tested or not shown; [ ] = dose if it differs, or a comment. Cut-off read from the data, not from the text of the source, unless noted: active = inhibition above about 50%; inactive = the rest. The list is partial, so the mix of outcomes need not match the whole.

Values run as follows: NOD1 NF-kB reporter, KOR beta-arrestin-1, NOD2 inhibition, XIAP displacement, PMI inhibition, PMI inhibitors, LYP phosphatase, TNAP activators, KOR beta-arrestin-2
- CCC(C)[C@H](NC(=O)NCc1ccccc1Cl)C(=O)O (stereo not given in full)
→ -2%, 26%, 2%, -5.7%, 0%, 6%, -4%, 1.1, -6.8%
- COc1ccc(-c2nc(-c3ccccc3)nc(Cl)c2C#N)cc1
→ -7%, -13%, 16%, -3.1%, -7%, -6%, -7%, 1, -1.0%
- Cc1cc(NS(=O)(=O)c2ccc(NC(=O)c3ccoc3C)cc2)nc(C)n1
→ -17%, 1%, 32%, -5.2%, 8%, 5%, 2%, 1.1, -2.0%
- Cc1cccc(Cn2c(O)c(N=NC(=S)Nc3ccccc3F)c3ccccc32)c1
→ 15%, 15%, 19%, -4.5%, -5%, -12%, 8%, 0.7, -6.8%
- Cn1c(C(=O)O)cc2cc(F)ccc21
→ 12%, -36%, -27%, -4.1%, -15%, -5%, -1%, 1, -3.9%
- COCC(=O)N1CCCC(C(=O)c2ccc(C(F)(F)F)cc2)C1 (stereo not given)
→ -19%, -15%[20 µM], 8%, ·, ·, ·, -10%, ·, -3.1%
- CC(O)CSc1nc2c(c(=O)n(C)c(=O)n2C)n1CCCc1ccccc1 (stereo not given)
→ 0%, -5%, -35%, ·, ·, ·, -5%, ·, -4.9%
- CCOC(=O)c1ccc(N2C(=O)CC(N3CCN(Cc4ccccc4)CC3)C2=O)cc1 (stereo not given)
→ -8%, 21%, 16%, -3.3%, 2%, -4%, -10%, 1, 5.5%
- Oc1ccc(Cl)cc1Cc1cc(Cl)ccc1O
→ 48%, -41%, -2%, -2.9%, 10%, 10%, 0%, 1.1, 3.3%
- COc1cccc(N/C(SCc2ccccc2Cl)=C(/C#N)C(=O)NCc2cccs2)c1
→ -15%, 10%, 12%, 0.2%, 5%, 14%, 6%, 1, -1.2%
- O=C(NCc1cccs1)C(Cc1ccccc1)n1cccc1 (stereo not given)
→ -18%, 18%, -34%, 1.2%, 17%, 17%, 3%, 1.1, -1.8%
- CC1=CS(=O)(=O)CC1Sc1nc2ccccc2[nH]1 (stereo not given)
→ 5%, 12%, 17%, -1.8%, -14%, -16%, -12%, 1.1, 9.6%
- O=C(N/N=C/c1cccc(O)c1)c1csc2ccccc12
→ -30%, -4%, -12%, -2.8%, 16%, 27%, 0%, 1.1, 10%
- COC(=O)Nc1ccc(SCC(=O)c2ccccc2)cc1
→ -28%, -35%, -20%, -8.0%, 4%, 12%, -5%, 1.2, -1.2%
- Cc1nn(-c2ccccc2)c2nc(N)c(C#N)c(-c3ccc(F)cc3)c12
→ 7%, 2%, -2%, -1.4%, 12%, 14%, 10%, 1.2, -3.9%
- CCOC(=O)C1CCN(CCC(=O)Nc2cccc(Cl)c2C)CC1
→ 0%, 2%, 8%, -1.5%, 8%, 6%, -10%, 1.1, -0.9%
- Cc1ccc(NC(=O)c2cc(-c3ccccc3O)n[nH]2)cc1C
→ -17%, 9%, -20%, ·, ·, ·, -10%, ·, -2.1%
- CC1=Nn2c(nnc2-c2cc(-c3ccccc3)n[nH]2)SC1
→ -23%, 28%, 1%, -5.3%, 4%, -2%, -5%, 0.5, -0.9%
- O=C(NC(Cc1c[nH]c2ccccc12)C(=O)Nc1ccc(F)c([N+](=O)[O-])c1)c1cccs1 (stereo not given)
→ 24%, 27%, -7%, -4.4%, 5%, 17%, -2%, 1, -4.8%
- COc1ccc(NC(=O)COC(=O)c2c(F)cccc2Cl)cc1OC
→ -28%, -14%, -27%, -2.7%, -2%, -11%, -2%, 1.2, -7.4%
- COc1ccc(C(=O)OCC(=O)NCC2CCCO2)cc1[N+](=O)[O-] (stereo not given)
→ -6%, 19%, 7%, -10%, -1%, -8%, -8%, 1, -2.4%
- O=C(NN=C1CCCCCC1)c1ccc(Br)o1
→ -30%, 5%, 5%, -4.2%, -9%, -5%, 1%, 1, -3.9%
- Cc1c(C(=O)NCCCN2CCOCC2)sc2nc(-c3ccc(F)cc3)cn12
→ -7%, 18%, -1%, -7.3%, -2%, -1%, 2%, 1, -2.1%
- N#Cc1ccccc1S(=O)(=O)N1CCN(C(=O)c2cc(-c3ccccc3)nn2-c2ccccc2)CC1
→ -21%, -7%, 23%, ·, ·, ·, 5%, ·, 5.6%
- Cc1sc(NC(=O)Nc2ccccc2)c(C(N)=O)c1C
→ -40%, 17%[20 µM], -87%, -4.6%, 26%, 53%*, 1%, 1.1, -5.2%
- CCCc1cc(N2CCOCC2)n2ncc(-c3ccccc3)c2n1
→ -17%, -10%, 1%, ·, ·, ·, -3%, ·, -1.0%
- O=C(NCCCN1CCOCC1)c1ccc(Sc2ccc(F)cc2)c([N+](=O)[O-])c1
→ -7%, 15%, 13%, -0.7%, -2%, 6%, -13%, 0.9, 4.6%
- COc1ccc(CCNC(=O)c2ccc3nc(-c4ccco4)c(-c4ccco4)nc3c2)cc1OC
→ 16%, 5%, 25%, -3.6%, 3%, 0%, 12%, 0.9, -2.1%
- CCS(=O)(=O)Nc1cccc(C2=NN(S(C)(=O)=O)C(c3ccccc3)C2)c1 (stereo not given)
→ -31%, 5%, -6%, -23%, -4%, -18%, 5%, 0.9, 2.9%
- CCN(CC)S(=O)(=O)c1ccc(Br)c(OC)c1
→ -20%, 31%, 7%, -2.3%, 6%, 8%, 0%, 1.2, -4.1%
- COc1cc(C(=O)N2CCN(c3cc(Cl)ccc3Cl)CC2)cc(OC)c1OC
→ -33%, -132%, -10%, -0.3%, 18%, 16%, 0%, 1.2, 1.1%
- O=C(CSc1nnc(-c2cccc(S(=O)(=O)N3CCCC3)c2)n1-c1ccccc1)Nc1cccc(C(=O)O)c1
→ 4%, 3%, 14%, ·, ·, ·, -9%, ·, 2.2%
- O=C(NC1CCCCC1)C(c1ccncc1)N(C(=O)c1csnn1)c1ccc(F)cc1 (stereo not given)
→ -18%, -23%, 4%, ·, ·, ·, -12%, ·, 1.0%
- COC(=O)N/N=C/c1cc(C)n(-c2cccc3ccccc23)c1C
→ -24%, ·, -7%, -24%, 4%, 3%, 6%, 1, 0.6%
- COc1ccc2nc(C)cc(Nc3cccc(C(=O)O)c3)c2c1
→ -33%, -7%[20 µM], -2%, ·, ·, ·, -5%, ·, 2.6%
- COc1cccc(CNc2ccc(N3CCCCC3)cc2)c1OC
→ -25%, -41%, -3%, 0.2%, ·, 65%*, -5%, 1.1, -3.2%
- CCc1ccc(CN(C)C(=O)CCc2nnc(Cc3cccc(C)c3)o2)nc1
→ -24%, 0%[20 µM], 27%, 1.2%, -6%, -2%, -4%, 1.1, 0.4%
- CCN(CC)C(=O)CSc1nc(N)c2c3c(sc2n1)CC(C)CC3 (stereo not given)
→ -30%, -26%, -30%, -0.9%, 1%, 3%, 11%, 1, 6.9%
- CC(O)c1c(OCc2ccccc2)ncnc1OCc1ccccc1 (stereo not given)
→ 7%, -19%, -5%, -8.7%, -2%, 5%, -15%, 1.1, 7.5%
- COc1ccc(-c2[nH]c3ccccc3c2SCCNC(=O)c2cc3ccccc3oc2=O)cc1
→ -2%, -15%, 13%, -5.6%, 30%, 17%, -1%, 1.1, -0.4%
- Cc1ccc(C2/C(=C(/O)c3ccc(OC(C)C)cc3)C(=O)C(=O)N2CCN2CCOCC2)cc1 (stereo not given)
→ 0%, -5%, 5%, -7.0%, -82%, -76%, -11%, 1, 7.9%
- O=C(Nc1ccc(N2CCN(C(=O)c3ccc(Cl)cc3)CC2)cc1)c1ccc([N+](=O)[O-])o1
→ 28%, -17%[20 µM], -3%, -2.1%, 20%, 14%, -9%, 0.9, -0.9%
- Cc1cc(OCC(=O)N2CCN(c3ncccn3)CC2)ccc1Cl
→ -10%, 5%, 6%, ·, ·, ·, -6%, ·, 0.4%
- COc1cc(NC(=O)c2cccc([N+](=O)[O-])c2)ccc1NC(=O)c1ccco1
→ -14%, -27%, -8%, -7.6%, 21%, -9%, -1%, 1.1, 3.2%
- COc1ccc(S(=O)(=O)NCc2csc(C)n2)cc1OC
→ 4%, 13%, 18%, ·, ·, ·, -12%, ·, -3.1%
- COc1cccc2sc(N(CCCN(C)C)C(=O)c3sc4ccccc4c3Cl)nc12
→ -43%, 0%, 1%, -3.3%, -6%, -1%, -2%, 1, 2.7%
- CCc1nnc(NC(=O)CCC(=O)NCCc2ccccc2)s1
→ 9%, -319%, 8%, ·, ·, ·, -9%, ·, 3.7%
- COc1ccccc1C(=O)NNC(=O)c1ccc(Br)cc1
→ -37%, -32%[20 µM], 9%, ·, ·, ·, -7%, ·, 7.2%
- Cc1nn(C)c(C(=O)Nc2cccc(Nc3ccccc3)c2)c1[N+](=O)[O-]
→ 32%, 37%, -6%, ·, ·, ·, -6%, ·, -5.4%
- CC(=O)c1cccc(NC(=O)c2cnn(-c3ccccc3)c2C)c1
→ -26%, 0%, -167%, ·, ·, ·, -4%, ·, 6.1%
- CCOc1ccc(N2CC(O)(c3cccs3)[N+]3=C2CCCC3)cc1 (stereo not given)
→ -7%, -8%, -12%, -7.9%, 2%, 2%, -7%, 1, 1.3%
- CCc1c(C)nc(SCC(=O)Nc2c(C)n(C)n(-c3ccccc3)c2=O)[nH]c1=O
→ 23%, 16%, 23%, -4.2%, 12%, 11%, -7%, 1.1, -0.5%
- O=C(CCC(=O)NC1CCCCC1)Nc1cccnc1
→ -15%, -13%[20 µM], 9%, ·, ·, ·, -14%, ·, ·
- COc1cccc(NC(=O)COC(=O)C2C3CC4OC(=O)C2C4C3)c1 (stereo not given)
→ 8%, -13%, 3%, ·, ·, ·, -14%, ·, -3.7%
- COc1ccc(-c2nnc(NC(=O)C3CC3)o2)cc1
→ -34%, -2%, -18%, -3.8%, -5%, -4%, -6%, 1, -3.5%
- CCC(C)n1cnc2c(c1=O)c1nc3ccccc3nc1n2Cc1ccccc1OC (stereo not given)
→ 18%, 6%, 18%, -3.4%, 11%, 7%, 1%, 1, 4.1%
- CC(C)n1cc(/C=N/Nc2ccc(C(=O)O)cc2)c2ccccc21
→ -4%, -12%, -56%, ·, ·, ·, 9%, ·, 5.5%
- CCOC(=O)CSc1nnc(Cc2cc(=O)[nH]c(=O)[nH]2)n1-c1cccc(OC)c1
→ 16%, -8%, -12%, -4.3%, -12%, -21%, -7%, 1, 6.6%
- CC(Sc1nc(-c2ccccc2)cc(C(F)(F)F)n1)C(=O)Nc1sc2c(c1C(N)=O)CCC2 (stereo not given)
→ 21%, -35%, -3%, -7.1%, 11%, 20%, 7%, 1.2, 3.8%
- COc1ccc(-c2nnn(-c3ccc(Cl)cc3Cl)c2N)cc1
→ -8%, -1%, 4%, ·, ·, ·, -5%, ·, -0.8%
- O=C(NCCN1CCN(C(=O)c2ccc(Br)cc2)CC1)c1ccc(Br)cc1
→ -25%, -16%, -24%, ·, ·, ·, 2%, ·, 7.5%
- CC(Sc1nc2c(c(=O)n(C)c(=O)n2C)n1Cc1cc2c(cc1Cl)OCO2)C(=O)O (stereo not given)
→ -30%, -20%, -5%, -7.6%, 13%, 6%, -4%, 1.1, 4.3%

Complete entries as entered above. Order of values: NOD1 NF-kB reporter	KOR beta-arrestin-1	NOD2 inhibition	XIAP displacement	PMI inhibition	PMI inhibitors	LYP phosphatase	TNAP activators	KOR beta-arrestin-2
COc1cc(NC(=O)c2cccc([N+](=O)[O-])c2)ccc1NC(=O)c1ccco1 in the list: -14%	-27%	-8%	-7.6%	21%	-9%	-1%	1.1	3.2%
CC(=O)c1cccc(NC(=O)c2cnn(-c3ccccc3)c2C)c1 in the list: -26%	0%	-167%	·	·	·	-4%	·	6.1%
O=C(NN=C1CCCCCC1)c1ccc(Br)o1 in the list: -30%	5%	5%	-4.2%	-9%	-5%	1%	1	-3.9%
O=C(N/N=C/c1cccc(O)c1)c1csc2ccccc12 in the list: -30%	-4%	-12%	-2.8%	16%	27%	0%	1.1	10%
